GLP-1R agonist: GLP-1 receptor (human) agonism | Potency, µM (series often up to 45.6 µM), for the others: at the top dose activation, usual class: activators | hit rate 0.007% among 380,000 | HEK293 GLP-1R CRE-luciferase, luminescence, 4-6 h; cells express a hypersensitive GLP-1R form | AID 624172; note: potency is the fitted concentration of half-maximal effect; % of control where 0% means no effect
Target sequence (P43220 whole entry, looked up): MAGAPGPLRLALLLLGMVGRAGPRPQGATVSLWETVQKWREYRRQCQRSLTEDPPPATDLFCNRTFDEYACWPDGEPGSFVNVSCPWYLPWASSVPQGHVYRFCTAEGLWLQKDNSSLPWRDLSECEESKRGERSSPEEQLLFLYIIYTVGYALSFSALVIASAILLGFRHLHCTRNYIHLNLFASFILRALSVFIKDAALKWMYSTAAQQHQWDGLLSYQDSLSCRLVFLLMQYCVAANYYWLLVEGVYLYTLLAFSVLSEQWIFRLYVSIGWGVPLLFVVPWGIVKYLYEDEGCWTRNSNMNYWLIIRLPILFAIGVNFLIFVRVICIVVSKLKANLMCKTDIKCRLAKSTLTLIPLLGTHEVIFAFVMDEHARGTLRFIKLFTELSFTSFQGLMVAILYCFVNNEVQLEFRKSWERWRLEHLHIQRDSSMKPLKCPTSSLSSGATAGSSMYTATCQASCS
GLP-1R inv ag: acts as inverse agonist at human GLP-1 receptor; P43220; HEK293 GLP-1R CRE-luciferase, luminescence, 24 h; GLP-1R form is constitutively active; Potency, µM (series often up to 38.3 µM), for the others: top-dose activity change, negative = inhibition, actives largely listed as inhibitors; hit rate 1.6% among 410,000; note: potency is the fitted concentration of half-maximal effect; % is set by controls: 0 for no effect and ±100 for the full control effect; nearly all actives have a fitted effect of over 55% in size
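Luminescence readout: a drop in cAMP-driven luciferase signal flags inverse agonism at a constitutively active GLP-1R stably expressed in HEK293. Compound exposure lasted 24 hr at 37 deg C, 5% CO2.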
Abeta rescue: compounds reversing amyloid beta toxicity in yeast | hit rate 0.063% among 410,000 | Potency, µM (doses to about 46.1 µM), without a hit: at the top dose growth rescue, usual class: activators | AID 1347071 | yeast expressing A-beta42, growth rescue, OD600, 48 h; response scale: 0% DMSO, 100% iron-clioquinol control; note: potency is the fitted concentration of half-maximal effect; nearly all actives have a fitted effect of over 55% in size
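Growth rescue measured by 600 nm absorbance after 48 h yeast culture at 30 C with compound. Values normalized between DMSO and an equimolar ferric chloride plus clioquinol control.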
aSyn yeast inh: rescues yeast growth from alpha-synuclein toxicity; Yeast expressing alpha-synuclein, growth rescue, BacTiter-Glo, 24 h; Potency, µM (top dose mostly 46.1 µM), inactives show at the top dose growth rescue (activation), usual class: activators; hit rate 0.14% among 370,000; AID 652106; note: potency is the fitted concentration of half-maximal effect; % of control where 0% means no effect; nearly all actives have a fitted effect of over 65% in size
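Readout is rescue of growth in alpha-synuclein-expressing yeast, so inhibitors of toxicity appear as activators. Growth after 24 hr at 30 deg C in galactose medium is quantified by luminescence.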
D3 antag: blocks the human D3 dopamine receptor; P35462; D3R cells, DiscoveRx beta-arrestin luminescence, antagonist mode; stronger effect = lower value; max response, negative = inhibition, %; hit rate 2.5% among 360,000; AID 652054; in the data active = max response below about -50%; inconclusive = no clear call, values can overlap the other calls; note: % is set by controls: 0 for no effect and ±100 for the full control effect; mostly tested at two doses, the higher about 12 µM
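Cells plated overnight at 1500 cells/well, then exposed to library compounds with dopamine controls for 90 minutes at 37 degrees C. DiscoveRx reagent added for 30–60 minutes at room temperature; luminescence read, quantitative HTS format.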
TDP-43 yeast inh: TDP-43 toxicity inhibition in yeast; TDP-43 expressing yeast growth rescue, BacTiter-Glo, 24 h; Potency, µM (top dose mostly 46.1 µM), without a hit: at the highest dose growth rescue (activation), most hits filed as activators; hit rate 1.8% among 410,000; note: potency is the fitted concentration of half-maximal effect; % of control where 0% means no effect; nearly all actives have a fitted effect of over 50% in size
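In this qHTS, compounds that restore growth of yeast expressing TDP-43 appear as activators. Cells (OD600=0.02, galactose medium, raffinose-pregrown) are incubated with compound 24 hr at 30 deg C and growth is quantified by BacTiter-Glo.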
Akt phos inh: inhibitors of Akt phosphorylation. Neuro2A IGF-stimulated pAkt S473 HTRF, 20 min; stronger effect = lower value. activity change, % for hits at 50 µM. AID 651550. hit rate 0.32% among 360,000; in the data active = activity change below about -80%; inconclusive = mostly about -51% to -80%; note: % is set by controls: 0 for no effect and ±100 for the full control effect
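Neuro2A cells (4,500/well, DMEM with 0.5% FBS) were treated with compound at a single 50 µM final concentration, stimulated with 6 nM IGF for 20 min at 37 °C, and lysed. Phospho-Akt Ser473 was read by HTRF as 665/615 ratio ×10^4.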
PTHR1 ag: agonists of human PTHR1 parathyroid hormone receptor; AID 743266; Q03431; HEK293 GP2 PTHR1 cells, GloSensor cAMP luminescence, 1 h; hit rate 0.075% among 410,000; Potency, µM (top dose mostly 115 µM), inactives show top-dose activation, most hits filed as activators; note: potency is the fitted concentration of half-maximal effect; nearly all actives have a fitted effect of over 55% in size; some results filed as inactive show a strong effect at the top dose; inactives centre near -15; many of its hits are not listed in these tables
Target sequence (Q03431 whole entry, looked up): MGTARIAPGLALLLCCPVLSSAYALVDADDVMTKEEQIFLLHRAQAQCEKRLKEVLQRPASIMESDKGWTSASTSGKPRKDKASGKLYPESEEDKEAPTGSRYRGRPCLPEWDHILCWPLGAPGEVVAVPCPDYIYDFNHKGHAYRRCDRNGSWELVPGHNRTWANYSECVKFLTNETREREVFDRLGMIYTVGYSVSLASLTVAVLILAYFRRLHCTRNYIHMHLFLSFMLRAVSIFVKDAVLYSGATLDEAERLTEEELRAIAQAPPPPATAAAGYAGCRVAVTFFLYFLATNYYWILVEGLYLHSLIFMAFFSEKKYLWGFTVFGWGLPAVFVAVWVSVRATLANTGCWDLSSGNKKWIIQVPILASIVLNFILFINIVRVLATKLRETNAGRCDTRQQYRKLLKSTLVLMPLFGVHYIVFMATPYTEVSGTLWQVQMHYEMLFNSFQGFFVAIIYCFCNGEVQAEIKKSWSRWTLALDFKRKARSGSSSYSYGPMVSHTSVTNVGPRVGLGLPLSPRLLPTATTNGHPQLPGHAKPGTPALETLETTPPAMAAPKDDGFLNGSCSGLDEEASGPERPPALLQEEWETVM
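HEK-293-derived GP2 cells expressing PTHR1 and a GloSensor cAMP reporter, 3,000/well, plated overnight, given luciferin plus IBMX (each 0.5 mM as added) for 1 h at 37 °C, then compound for 1 h at 37 °C. Luminescence was read after 15 min at room temperature.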
FUS yeast rescue: rescues growth of FUS-expressing yeast; hit rate 0.24% among 390,000; Potency, µM (top dose mostly 76.6 µM), without a hit: top-dose growth rescue (activation), most hits filed as activators; AID 1347120; S. cerevisiae FUS-expressing, growth rescue, OD600, 24 h;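 note: potency is the fitted concentration of half-maximal effect; plate controls were DMSO vehicle for no effect and reference control for full effect; nearly all actives have a fitted effect of over 55% in size; some results filed as inactive show a strong effect at the top dose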
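Steps: raffinose overnight preculture; dilution to OD 0.005 in 2% galactose minimal medium; compound addition (concentration series); 24hr at 30C, 99% humidity; absorbance read at 600 nm.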
Active calls of the source: *; i = inactive; ? = inconclusive; . = not tested or not shown; [ ] = dose if it differs, or a comment. Unless noted, calls come from the whole dose curve; as a rule, active = well fitted curve in the direction sought with a large enough effect; inconclusive = small, poorly fitted or top-dose-only effect, or another doubt; inactive = no such curve, though single readings can be large; an effect the other way counts as inactive or inconclusive.

compound	GLP-1R agonist	GLP-1R inv ag	Abeta rescue	aSyn yeast inh	D3 antag	TDP-43 yeast inh	Akt phos inh	PTHR1 ag	FUS yeast rescue
CC(=O)N(\C=C/C=C/C=C1\Sc2ccccc2C1=O)c1ccccc1	-1.6%	22.4%	-19.4%	-4.1%	9.7	-40.4%[inhibitor]	i	i	?
Cn1c(=O)c(=O)n(C)c2cc(S(=O)(=O)CCC(=O)NCc3ccccc3)ccc21	-6.1%	3.4%	-15.0%	0.6%	14.1	0.2%	i	-20.8%	-22.6%
CCOC(=O)Cc1c(C)nc2c(-c3cccc(Br)c3)cnn2c1C	3.4%	5.0%	6.0%	-1.0%	-2.0	5.2%	i	-20.0%	5.6%
Cc1ccc(-n2c(CSc3nc(C)cc(C)n3)nnc2SCC(=O)Nc2nccs2)cc1	6.0%	8.0%	-11.8%	-0.8%	-11.6	-5.5%	i	i	8.9%
Cc1ccc(-c2nn(CC(=O)O)c(=O)c3ccccc23)cc1	-6.0%	2.9%	-4.4%	-1.6%	?	-8.1%	i	-28.8%[57.5 µM]	20.9%
CN(C)C(=O)CSCc1c(Cl)cccc1Cl	28.5%	-9.0%	-1.7%	9.0%	-13.9	-1.2%	i	i	-9.9%
CCOC1OC(=O)C(Cl)=C1Nc1ccccc1C (stereo unspecified)	-3.7%	-4.7%	-12.2%	0.0%	-3.5	-0.2%	i	i	.
CC(Sc1cccc[n+]1[O-])C(=O)Nc1cc(Cl)c(Cl)cc1Cl (stereo unspecified)	8.0%	-15.3%	-14.3%	-7.6%	-15.2	?	i	-11.1%	0.5%
Cc1cc(C(=O)NC2CCCCC2)c2cc(F)ccc2n1	-12.2%	3.3%	-7.5%	-4.5%	1.6	1.6%	i	i	-26.1%
Cc1ccc(NC(=O)CC2=NC(=O)C(CC(=O)Nc3ccccc3C)S2)cc1 (stereo unspecified)	4.8%	?	-3.1%	-0.8%	-20.0	5.0%	i	i	14.6%
COc1ccc(NC(=S)Nc2ccc(Oc3ccccc3)cc2)cc1	-2.9%	?	?	0.1%	24.3	?	i	-12.5%[57.5 µM]	-5.5%
O=C(CCCN1C(=O)c2ccccc2C1=O)NCCCN1CCOCC1	-13.0%	0.1%	8.6%	5.7%	3.5	11.1%	i	i	-19.7%
COc1ccc(C(=O)Nc2nc3ccccc3s2)cc1OC	15.7%	30.3%[activator]	11.3%	-3.9%	8.9	21.6%	i	i	10.9%
NNC(=O)c1cc(C23CC4CC(CC(C4)C2)C3)nc2ccccc12	-1.0%	?	-27.7%	-1.1%	-24.3	-6.2%	i	i	-7.9%
Cc1cccc(C)c1NC(=O)CN(C)C(=O)C1=COCCO1	-1.3%	-8.9%	15.4%	4.7%	5.7	3.5%	i	-2.3%	-11.9%
Cc1ccccc1-n1c(=O)c2ccccc2n2nnnc12	-5.3%	0.0%	-2.7%	8.8%	0.0	7.3%	i	i	.
COc1ccc(C2C3=C(NCCN=C3c3ccccc3)C(=O)N2c2ccccc2)c(OC)c1 (stereo unspecified)	2.7%	2.6%	1.9%	0.6%	7.6	-11.4%[9.22 µM]	i	i	-3.9%
Cc1ccccc1NC(=O)c1cccc(OCc2c(C)noc2C)c1	2.2%	1.5%	4.1%	0.5%	0.7	28.0%	i	-9.1%	8.5%
CCC(=O)c1ccc(OCC(=O)O)c(OC)c1	-2.1%	17.4%	-5.4%	-2.9%	-26.0	5.8%	i	4.3%	-35.5%
O=C(COc1ccc(F)cc1Cl)NC1CCCCCC1	15.9%	?	-19.1%	24.2%	0.1	?	i	-34.7%[inhibitor]	2.2%
CCC(=O)Nc1ccc(Cl)c(NC(=O)c2cccnc2)c1	0.5%	6.2%	-6.9%	0.3%	-23.6	-11.6%	i	5.9%[57.5 µM]	10.9%
C=CCN1CCN(C(=O)c2cc3c(s2)CCC(CC)C3)CC1 (stereo unspecified)	7.0%	?	-6.0%	13.0%	-91.0*	-13.2%	i	i	31.6%
Cc1ccc(C(=O)NCC(c2ccc3c(c2)OCO3)N2CCN(c3ccc(F)cc3)CC2)cc1 (stereo unspecified)	.	?	3.5%	.	.	4.7%	.	-81.8%[inhibitor]	10.5%
Cc1nc(NC(=O)c2cncc(Br)c2)ccc1Br	4.0%	-4.1%	-1.6%	-9.2%	-23.2	0.0%	i	8.7%	33.7%
CCC1CN(C(=O)N2CCC(C(=O)NCc3cccc(C)c3)CC2)c2ccccc2O1 (stereo unspecified)	.	-2.9%	12.0%	.	.	7.4%	.	-30.7%[inhibitor]	15.0%
COc1cc(NC(=O)NC(C)(C(F)(F)F)C(F)(F)F)cc(OC)c1OC	17.1%	?	-10.3%	-2.5%	-19.2	-5.1%	i	i	-5.7%
CC(C)c1ccc(OC(=O)NCCO)cc1	0.2%	2.2%	-18.1%	-2.8%	-1.9	-0.1%	i	i	?
COc1ccc(-n2nc(C(=O)NCC(=O)N(C)Cc3ccccc3)c3ccccc3c2=O)cc1OC	19.7%	22.0%	6.9%	1.4%	24.4	2.8%	i	i	34.2%
CC(C)COc1ccc(C(=O)Nc2onc3c2CCCC3)cc1	.	?	-2.1%	.	.	20.3%	.	-8.7%	12.4%
Cc1ccc(-n2c(SCC(=O)Nc3ccc4c5c(cccc35)CC4)nc(O)c(C)c2=O)cc1	-1.7%	4.8%	0.0%	1.4%	23.1	12.1%	i	-20.9%	.
COC(CNC(=O)c1ccc(CS(=O)(=O)c2ccccc2)o1)OC	4.2%	0.2%	-13.7%	3.3%	5.9	-6.8%	i	-14.0%	-27.3%
Cc1ccc(Cc2c(-c3ccc(C)cc3)nc3cc(C)ccn23)cc1	-3.5%	?	-16.0%	1.7%	-8.0	-3.7%	i	-32.0%[inhibitor]	-10.8%
COc1cccc(-n2nnnc2SCC(=O)Nc2ccc3c(c2)OCCO3)c1	-6.1%	?	-5.9%	-0.2%	4.8	-7.8%	i	i	18.3%
COC(=O)C(N)Cc1ccc(O)cc1 (stereo unspecified)	7.7%	2.2%	2.6%	0.4%	-17.2	-1.3%	i	16.8%	21.6%
Cc1[nH]c2ccccc2c1C(=O)COC(=O)c1cccc(S(=O)(=O)N2CCCCC2)c1	2.7%	?	-13.5%	0.3%	10.1	-0.7%	i	-27.3%	6.9%
CCCCCNC(=O)C1c2ccccc2Oc2ccccc21	5.0%	-20.8%	-5.3%	-4.3%	-1.2	11.4%	i	i	-11.1%
CCn1cc(CNC(=O)c2ccc3nc(Cc4ccccc4F)oc3c2)cn1	11.1%	-9.8%	-10.5%	-0.4%	13.5	-3.3%	i	-23.2%	3.7%
Cn1nnnc1SCC(=O)NC(C)(C)C	-8.7%	-13.6%	13.0%	-2.0%	?	4.9%	i	i	-23.6%
CN(C(=O)c1ccncc1)C1CC(C)(C)N(O)C(C)(C)C1	9.3%	2.8%	-8.0%	-5.1%	34.1	5.5%	i	i	-9.4%
O=C1c2ccccc2C(=O)c2c1cccc2N1CCOCC1	15.6%	15.6%	-17.7%	1.4%	11.4	18.8%	i	i	12.0%
S=C(Nc1ccccc1)Nc1cc(Cl)ccc1Oc1ccccc1	-4.0%	?	18.2%	2.6%	-15.2	?	i	i	16.3%
CC(=O)NC1C(=O)N=C(SCC(=O)Nc2ccc(C(F)(F)F)cc2Cl)NC1=O (stereo unspecified)	-0.2%	-9.6%	-7.5%	-8.1%	-1.5	-12.1%	i	-5.5%	-0.1%
Cn1c(=O)c2c(SCC(=O)NCc3ccco3)nc(-c3cccc(F)c3)nc2n(C)c1=O	.	3.9%	-9.3%	.	.	14.1%[9.22 µM]	.	-17.5%	-18.4%
COc1ccc(NC(=O)CNc2cc(C)ccc2C)cc1S(=O)(=O)N1CCOCC1	4.5%	11.4%	7.4%	-8.4%	2.0	9.5%	i	-8.2%	35.6%
Cc1ccc2c(C)c(C(=O)N3CCCCC3CO)oc2c1C (stereo unspecified)	19.7%	-21.5%	-2.7%	1.2%	1.8	22.2%	i	-23.7%	15.0%

A different layout for 2 compounds above.
Second line of a record – GLP-1R agonist | GLP-1R inv ag | Abeta rescue | aSyn yeast inh | D3 antag | TDP-43 yeast inh | Akt phos inh | PTHR1 ag | FUS yeast rescue
- S=C(Nc1ccccc1)Nc1cc(Cl)ccc1Oc1ccccc1
 : -4.0% | ? | 18.2% | 2.6% | -15.2 | ? | i | i | 16.3%
- CC(=O)NC1C(=O)N=C(SCC(=O)Nc2ccc(C(F)(F)F)cc2Cl)NC1=O (stereo unspecified)
 : -0.2% | -9.6% | -7.5% | -8.1% | -1.5 | -12.1% | i | -5.5% | -0.1%

Going on with the list.
compound	GLP-1R agonist	GLP-1R inv ag	Abeta rescue	aSyn yeast inh	D3 antag	TDP-43 yeast inh	Akt phos inh	PTHR1 ag	FUS yeast rescue
O=C(Nc1nc(-c2cccs2)cs1)C1=COCCO1	9.6%	21.5%	-3.8%	-30.8%[inhibitor]	?	15.6%	i	-10.0%	.
Cn1nc(OCCOc2ccccc2)ccc1=O	3.3%	25.0%	17.9%	5.8%	-6.9	13.1%	i	i	-10.5%
CCOCCCN1C(=O)CN(C2CCCCCC2)C(=O)C1c1ccc(OC)cc1 (stereo unspecified)	-0.3%	7.7%	1.9%	5.3%	?	-21.3%	i	i	15.7%
Cc1ccnc(NC(c2cccnc2)c2ccc3cccnc3c2O)c1 (stereo unspecified)	12.7%	3.7%	6.4%	12.9%	?	-15.4%	i	i	27.6%
Cc1ccc(-c2nc3ccccc3n3c(-c4ccccc4)c4c(=O)n(C)c(=O)n(C)c4c23)cc1	.	3.6%	2.5%	.	.	12.3%	.	-20.8%	8.1%
CCOc1ccc(C(=O)NCc2cccs2)cc1	0.3%	1.6%	-13.2%	-11.4%	-8.2	0.0%	i	i	8.9%
COc1ccc(/C=N/NC(=O)c2ccc(N(C)S(=O)(=O)c3ccccc3)cc2)c(OC)c1	-1.0%	-20.1%	-2.2%	-7.6%	-12.9	-3.5%	i	-35.0%	1.1%

Compound activity as filed in PubChem BioAssay.

Only part of the results is shown (hit frequency here may not be typical).
